GIRK2 activator: Activates human GIRK2-containing potassium channels; AID 1259324; HEK293 GIRK2/NPY4 cells, thallium flux fluorescence; 34,000 tested, under 10 active; activation (% efficacy), % for hits at 37.5 µM;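 active = primary screen hit, no activity in plain HEK293 cells, and in GIRK2-only cells above 5% efficacy rising with concentration; inactive = the rest, including fluorescent compounds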;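 also: efficacy is normalized control-subtracted fluorescence 15 s after thallium addition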
Target sequence (P48051 whole entry, looked up): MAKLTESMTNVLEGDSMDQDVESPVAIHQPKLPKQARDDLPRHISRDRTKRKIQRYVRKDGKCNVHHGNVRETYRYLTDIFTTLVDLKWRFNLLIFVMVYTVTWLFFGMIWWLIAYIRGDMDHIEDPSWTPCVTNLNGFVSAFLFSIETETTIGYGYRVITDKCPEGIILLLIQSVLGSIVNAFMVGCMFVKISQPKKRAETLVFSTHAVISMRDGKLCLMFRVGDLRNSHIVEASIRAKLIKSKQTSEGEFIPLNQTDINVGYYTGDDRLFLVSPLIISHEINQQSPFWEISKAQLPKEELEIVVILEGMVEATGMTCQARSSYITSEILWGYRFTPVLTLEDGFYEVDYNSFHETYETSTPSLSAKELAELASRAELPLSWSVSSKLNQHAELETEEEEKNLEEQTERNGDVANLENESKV
Calls only; i = inactive.

SMILES	GIRK2 activator
COc1ccc(N2CCN(C(=O)C3CC(=O)N(c4ccc(C)c(C)c4)C3)CC2)nn1 (configuration not stated)	i
CCN(CC)CCNC(=O)C(=O)Nc1cccc([N+](=O)[O-])c1	i
CCOC(=O)N1CCc2c(sc(NC(=O)CCCS(=O)(=O)c3ccc(OC)cc3)c2C(N)=O)C1	i
COc1ccc(NC(=O)Cn2c3c(c(=O)n(C4CCCCC4)c2=O)CCC3)c(OC)c1	i
COC(=O)c1cc(-c2ccc(F)c(F)c2)nc2c1c(C)nn2C1CCS(=O)(=O)C1 (configuration not stated)	i
COc1cccc(-n2c(=O)[nH]c3c(C(N)=O)nc(-c4ccccc4OC)nc32)c1	i
CC1CCc2c(sc(N)c2C(=O)NC2CCS(=O)(=O)C2)C1 (configuration not stated)	i
O=C(NCCC1=CCCCC1)C(=O)NCCC(c1ccccc1)c1ccccc1	i
CCOC(=O)C1=C(C)N=c2s/c(=C/c3cnn(C)c3)c(=O)n2C1c1ccccc1 (configuration not stated)	i
Cc1ccc(-c2noc(CSc3nc4cc5c(cc4c(=O)n3C3CC3)OCO5)n2)cc1	i
COc1ccc(C2(CNC(=O)Cc3ccc(S(=O)(=O)C(C)C)cc3)CCCC2)cc1	i
COc1ccccc1NC(=O)N1CCC(CNS(=O)(=O)c2cc(C)ccc2C)CC1	i
CCc1ccc(-c2ccc(=O)n(CC(=O)Nc3ccc4c(c3)OCCO4)n2)cc1	i
COc1ccc2oc(=O)c(C(=O)NCC3CCCO3)cc2c1 (configuration not stated)	i
Cc1ccc(C)c(N2CC(c3nc(-c4ccc5c(c4)OCO5)no3)CC2=O)c1 (configuration not stated)	i
O=C(Cn1cnc(-c2ccccc2)cc1=O)N1CCN(c2ccccc2)CC1	i
Cc1ccc(Cl)cc1NC(=O)C(C)N1C(=O)c2ccccc2S1(=O)=O (configuration not stated)	i
COc1ccc(N2C(=O)CCS2(=O)=O)cc1S(=O)(=O)N1CCOCC1	i
O=C1CCc2cc(NC(=O)NC(c3ccccc3)c3ccccc3)ccc2N1	i
CCn1nc(C)cc1C(=O)N(CC1CCCO1)c1nc2cc(C)cc(C)c2s1 (configuration not stated)	i
CCc1cccc2sc(N3CCN(C(=O)CS(=O)(=O)Cc4ccccc4)CC3)nc12	i
CCOc1cn(-c2ccc(F)cc2)nc1C(=O)NCCc1ccc(F)cc1	i
Cc1cc(C(=O)NCCN2CCN(C(=O)c3cccs3)CC2)c(C)o1	i
O=C(Cc1cc(-c2cc3ccccc3o2)on1)Nc1nccs1	i
Cc1cccc(CN2CCC3(CC2)NC(=O)N(Cc2ccc(Cl)cc2)C3=O)c1	i
O=C(C1CN(c2nc3c(F)cccc3s2)C1)N1CCC2(CC1)OCCO2	i
CCOc1ccc(NC(=O)CSc2ccc(NC(=O)c3ccco3)nn2)cc1	i
NS(=O)(=O)c1ccc(CCNS(=O)(=O)CCCOc2ccc(F)cc2)cc1	i
c1ccc(-n2ncc3c(NCc4ccc5c(c4)OCO5)nnnc32)cc1	i
Cc1cc(C(=O)Nc2ccc(-c3ccc(=O)n(C)n3)cc2)ccc1[N+](=O)[O-]	i
O=C(Cn1cc(-c2nnc(-c3ccco3)o2)c2ccccc21)NC1CCCCC1	i
Cc1cc(=O)[nH]c(-n2nc(C3CC3)cc2NC(=O)C23CC4CC(CC(C4)C2)C3)n1	i
CCOc1ccc(NC(=O)C(=O)NCCN2CCN(c3ccccc3)CC2)cc1	i
COc1cn(CC(=O)NCc2ccccc2Cl)c(CSc2nccc(C)n2)cc1=O	i
COc1ccc(-c2ccc(=O)n(CCCC(=O)Nc3ccc(F)c(Cl)c3)n2)cc1	i
O=C(COc1ccc(F)cc1)N1CCN(c2ccc3nncn3n2)CC1	i
COC(=O)c1sccc1S(=O)(=O)N1CCC2(CC1)OCCO2	i
O=C(CCS(=O)(=O)c1ccc(Cl)cc1)Nc1nnc(CCSc2ccccc2)o1	i
COCCNC(=O)C(=O)NCC1(c2cccs2)CCCC1	i
Cc1ccc2nc(C)c(NC(=O)Nc3ccc(OC(F)(F)F)cc3)c(=O)n2c1	i
CCn1c(C)cc(O)c(C(c2ccc(C(C)C)cc2)c2c(O)cc(C)n(CC)c2=O)c1=O	i
O=C(CSc1nccnc1N1CCSCC1)Nc1cc(C(F)(F)F)ccc1Cl	i
CS(=O)(=O)N1CCC(C(=O)Nc2ccccc2NC(=O)c2ccsc2)CC1	i
COc1ccccc1N1C(=O)CC(N2CCN(Cc3ccccc3)CC2)C1=O (configuration not stated)	i
CSc1ccc(CNC(=O)c2nnn3cc(C)[nH]c(=O)c23)cc1	i
CC(C)Sc1ccc(C(=O)Nc2nnc(-c3ccncc3)o2)cc1	i
Cc1ccc(OCC(O)Cn2c(C3CC(=O)N(c4ccccc4)C3)nc3ccccc32)cc1C (configuration not stated)	i
Cc1ccc(S(=O)(=O)NCC2CCN(Cc3ccco3)CC2)c(C)c1	i

5 compounds out of the list, arranged by count of non-hydrogen atoms, largest number first:
SMILES	GIRK2 activator
CCOC(=O)N1CCc2c(sc(NC(=O)CCCS(=O)(=O)c3ccc(OC)cc3)c2C(N)=O)C1	i
COc1cccc(-n2c(=O)[nH]c3c(C(N)=O)nc(-c4ccccc4OC)nc32)c1	i
Cc1ccc2nc(C)c(NC(=O)Nc3ccc(OC(F)(F)F)cc3)c(=O)n2c1	i
CCOc1cn(-c2ccc(F)cc2)nc1C(=O)NCCc1ccc(F)cc1	i
CCN(CC)CCNC(=O)C(=O)Nc1cccc([N+](=O)[O-])c1	i

Other results:
SMILES	GIRK2 activator
Cn1nc2c(c1NC(=O)CSc1ccc(F)cc1)CCC2	i
O=S(=O)(c1ccc2c(c1)OCCO2)N1CCN(c2ccc(-c3cccs3)nn2)CC1	i
COC(=O)N1CCC(CNC(=O)C(=O)NCc2ccc(F)cc2)CC1	i
COc1ccc(CC(=O)N2CCN(c3nccn3C)CC2)cc1OC	i
CN(c1ccccc1)S(=O)(=O)c1ccc(C(=O)Nc2c3c(nn2C)CCC3)cc1	i
O=C(O)c1ccccc1SC1CC(=O)N(c2ccc(Cl)cc2Cl)C1=O (configuration not stated)	i
COc1cn(-c2ccc(F)cc2)nc1C(=O)Nc1cc(OC)c(OC)c(OC)c1	i
COc1ccc(N2CCN(C(=O)c3cc(=O)c4ccccc4o3)CC2)nn1	i
Cc1cc(C)c2c(n1)nn1c(-n3ccnc3)cc(C)nc21	i
COCC(=O)N1CCN(c2nnc(SCC(=O)Nc3cc(C)on3)s2)CC1	i
COc1ccc(N2C(=O)CCS2(=O)=O)cc1S(=O)(=O)NC1CCCC1	i
CCn1nnc2c(NCCC3=CCCCC3)ncnc21	i
COc1ccc(Br)c(C(=O)N2CCOC(c3ccc(C(F)(F)F)cc3)C2)c1 (configuration not stated)	i
O=C(CSc1nc(=O)n(CC2CCCO2)c2c1CCC2)Nc1ccc([N+](=O)[O-])cc1 (configuration not stated)	i
Cc1nc(-n2nc(-c3ccco3)cc2NC(=O)c2ccc(Cl)cc2)[nH]c(=O)c1C	i
COc1ccc(C(=O)NCC(c2cccc3ccccc23)N2CCOCC2)cc1 (configuration not stated)	i
CC(C)S(=O)(=O)c1cccc(C(=O)Nc2nc3c(s2)CCCC3)c1	i
COc1cc(NC(=O)CS(=O)(=O)c2ccc(Cl)s2)cc(OC)c1	i
Cn1nc(-c2ccc(F)cc2)cc1C(=O)N1CCC(c2cccs2)CC1	i
COCCNc1cc(-c2ccccc2)nc2c(-c3ccccc3)c(C)nn12	i
CC(Oc1ccccc1)C(=O)NCCCn1cccc1 (configuration not stated)	i
COc1cccc(C(=O)NCC2(O)CCCC2)c1OC	i
O=C(Nc1ccc(F)c(Cl)c1)C1CCN(c2ccc(-c3cccs3)nn2)CC1	i
O=C(Cc1csc(-n2cccc2)n1)NCCn1nc(-c2ccco2)ccc1=O	i

The last 2 records of the section before come first, to join the parts:
SMILES	GIRK2 activator
O=C(Nc1ccc(F)c(Cl)c1)C1CCN(c2ccc(-c3cccs3)nn2)CC1	i
O=C(Cc1csc(-n2cccc2)n1)NCCn1nc(-c2ccco2)ccc1=O	i
O=C(CN1CCN(c2ccc(Cl)cc2)C1=O)Nc1ccc2c(c1)OCCO2	i
CCOC(=O)N1CCN(C(=O)CN2CCC(c3cccs3)CC2)CC1	i
O=S(=O)(c1ccc(F)cc1F)N1CCN(c2ccc(N3CCOCC3)nn2)CC1	i
CCOC(=O)C(=O)Nc1ccc(-c2nnc(CC)o2)cc1	i
COc1ccc(NC(=O)c2ccco2)cc1N1CCCCC1=O	i
CCOc1nn(CC)cc1-c1nnc(SCC(=O)N(C)c2ccccc2)n1C	i
CS(=O)(=O)N1CCC(C(=O)N2CCN(c3ccccc3)CC2)CC1	i
Cn1nnc2c(N3CCN(C(=O)Cc4cccc5ccccc45)CC3)ncnc21	i
CC(C)NC(=O)C(=O)NCC(C)(O)c1ccc(-c2ccccc2)cc1 (configuration not stated)	i
COc1ccc(NC(=O)C(=O)NCC(c2ccco2)N(C)C)c(OC)c1 (configuration not stated)	i
COc1cc(OC)cc(C2=NC3(CCCC3)N(C(=O)c3ccc(F)cc3)C2=S)c1	i
Cc1ccc(S(=O)(=O)N(C)c2ccsc2C(=O)Nc2ccc(C)c(C)c2)cc1	i

Structural class: those above containing a CF3 group.
SMILES	GIRK2 activator
Cc1ccc2nc(C)c(NC(=O)Nc3ccc(OC(F)(F)F)cc3)c(=O)n2c1	i
O=C(CSc1nccnc1N1CCSCC1)Nc1cc(C(F)(F)F)ccc1Cl	i
COc1ccc(Br)c(C(=O)N2CCOC(c3ccc(C(F)(F)F)cc3)C2)c1 (configuration not stated)	i

Remaining list, next part:
SMILES	GIRK2 activator
O=C(Nc1ccc([N+](=O)[O-])cc1)c1ccno1	i
O=S(=O)(c1ccc(F)cc1F)N1CCN(Cc2nnnn2-c2ccc(F)cc2)CC1	i
N#Cc1ccccc1NC(=O)C(=O)NCC1CCN(C(=O)c2cc3ccccc3o2)CC1	i
COc1ccc(CC(=O)NCC2(c3cccs3)CCCC2)cc1OC	i
CNC(=O)Cc1csc(NC(=O)c2csc(Nc3ccc(OC(F)F)cc3)n2)n1	i
CCC(C)Sc1nnc(CNC(=O)C23CC4CC(CC(C4)C2)C3)n1CC (configuration not stated)	i
Cc1nc(-c2ccccc2)sc1-c1cc(=O)[nH]c(SCC(=O)NCc2ccccc2Cl)n1	i
CCOc1ccc(C)cc1S(=O)(=O)Nc1cc(Cl)ccc1O	i
COc1cccc(NC(=O)N2CCN(Cc3nc(-c4ccco4)cs3)CC2)c1	i
CCc1nc(-n2cccc2)sc1C(=O)Nc1ccc(OC)c(OC)c1	i
Cc1ccc(C(=O)Nc2ccc(SCC(=O)N3CCCC3)nn2)cc1	i
O=C(Cc1csc(Nc2ccccc2)n1)NCc1cccs1	i
COC(=O)C1Cc2ccc(Br)cc2C(=O)O1 (configuration not stated)	i
CCOc1ccc(-c2ccc(=O)n(CC(=O)N3CCCc4ccccc43)n2)cc1	i
O=C(CCCS(=O)(=O)c1ccccc1)N(Cc1ccccn1)c1nc2ccccc2s1	i
COC(=O)Cn1c(=NC(=O)C2CCCN(S(C)(=O)=O)C2)sc2c(C)cc(C)cc21 (configuration not stated)	i
Cc1nnsc1C(=O)N1CCC(CNC(=O)c2ccco2)CC1	i
COc1ccc(CCC(=O)NCCNC(=O)c2ccc(NC(C)=O)cc2)cc1	i
COc1cc(OC)c(NC(=O)CC2=NS(=O)(=O)c3ccccc3N2)cc1Cl	i
O=C(NCCn1ncc2c(N3CCCC3)ncnc21)c1cccs1	i
COc1ccc(C2(CNS(=O)(=O)c3cccnc3)CCCC2)cc1	i
CCOC(=O)N1CCN(S(=O)(=O)c2cccs2)CC1	i
Cn1nnc2c(N3CCN(C(=O)Nc4ccccc4C(F)(F)F)CC3)ncnc21	i
Nc1c(C(=O)NCc2ccco2)sc(=S)n1CC1CCCO1 (configuration not stated)	i

Six of the compounds above, with bars between the fields.
mol | GIRK2 activator
COc1ccc(CCC(=O)NCCNC(=O)c2ccc(NC(C)=O)cc2)cc1 | i
Nc1c(C(=O)NCc2ccco2)sc(=S)n1CC1CCCO1 (configuration not stated) | i
COC(=O)Cn1c(=NC(=O)C2CCCN(S(C)(=O)=O)C2)sc2c(C)cc(C)cc21 (configuration not stated) | i
COC(=O)C1Cc2ccc(Br)cc2C(=O)O1 (configuration not stated) | i
Cc1nnsc1C(=O)N1CCC(CNC(=O)c2ccco2)CC1 | i
O=C(CCCS(=O)(=O)c1ccccc1)N(Cc1ccccn1)c1nc2ccccc2s1 | i

(more compounds)
SMILES	GIRK2 activator
O=C(COc1ccc(F)cc1)NCCn1nc(-c2cccnc2)ccc1=O	i
Cc1ccc(Cl)c2sc(N3CCN(C(=O)C4CCCN4S(C)(=O)=O)CC3)nc12 (configuration not stated)	i
Cc1cccc(-c2ccc(/C=C3\C(=O)SC(=S)N3CCCC(=O)O)o2)c1	i
COc1cccc(OCC(=O)NCCN2CCn3cc(OC)c(=O)cc3C2=O)c1	i
Cc1ccccc1NC(=O)NCCc1csc(-c2ccc(Cl)cc2)n1	i
Cc1ccc(C(CNC(=O)c2ccc3c(c2)OCO3)N2CCOCC2)cc1 (configuration not stated)	i
COC(=O)c1ccc(C(=O)NCC#CCN2CCc3ccccc3C2)cc1	i
N#C/C(=C\N1CCN(c2ccccc2)CC1)C(=O)Nc1ccc(F)cc1	i
CC(C)=C1SC(=O)N(CC(=O)Nc2ccc(S(N)(=O)=O)cc2)C1=O	i
CC(C)Cc1nnc(NC(=O)c2ccc(Br)o2)s1	i
O=S(=O)(c1ccccc1Cl)N1CCN(Cc2nnnn2-c2ccccc2)CC1	i
Nc1ccc(C(=O)CN2C(=O)CSC2=O)cc1	i
COc1cccc(C(=O)N2CCN(c3ccc(-c4ccccn4)nn3)CC2)c1OC	i
COC(=O)N1CCc2c(sc(NC(=O)C(C)C)c2-c2nc3ccccc3s2)C1	i
COc1ccc(CNC(=O)NCCNC(=O)c2ccc(NC(C)=O)cc2)cc1	i
COc1ccc(OC)c(C(=O)Nc2nnc(-c3ccc(Br)s3)o2)c1	i
COc1ccc(CNC(=O)NC2CNC(=O)C2)cc1OC (configuration not stated)	i
O=C(/C=C/c1ccc2c(c1)OCO2)N1CCC2(CC1)OCCN2S(=O)(=O)c1ccc(Cl)cc1	i
CC(C)n1c(=O)c2nscc2n(CC(=O)NCc2ccccc2Cl)c1=O	i

Bioassay records deposited in PubChem BioAssay by Vanderbilt University.

This is a subset, so the mix of outcomes need not match the whole.
